# SW480 rerep: DNA re-replication induction in SW480 cells. SW480 DNA re-replication, Hoechst DNA content imaging, 48 h. Potency, µM (highest dose often 46.1 µM), without a hit: top-dose re-replication activation, hits mostly activators. actives 1.8% (n = 340,000). AID 624297; further: potency means the concentration at half of the fitted maximal effect; % of control where 0% means no effect; nearly all actives have a fitted effect of over 55% in size
#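 Treated cells incubate 48 hr (37 C, 5% CO2), are stained 40 min with Hoechst, and nuclear fluorescence is enumerated; a rise in nuclei with high DNA signal marks re-replication.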
# MCF10A rereplic: DNA re-replication induction in MCF 10a cells; MCF 10A DNA re-replication, Hoechst nuclear intensity, 48 h; Potency, µM (highest dose often 46.1 µM), for the others: top-dose activity, positive = re-replication, most hits filed as activators; actives 2.9% (n = 350,000); AID 624296; further: potency means the concentration at half of the fitted maximal effect; % of control where 0% means no effect; nearly all actives have a fitted effect of over 50% in size
# KB-V1 MDR tox: KB-V1 MDR subline cytotoxicity; KB-V1 MDR cells viability, CellTiter-Glo, 72 h; Potency, µM (doses to about 46.1 µM), for inactives: at the top dose activity change, negative = cytotoxicity, hits mostly cytotoxic; actives 3.4% (n = 400,000); further: potency means the concentration at half of the fitted maximal effect; on the % scale 0 is the no-effect control and ±100 the full control effect; nearly all actives have a fitted effect of over 60% in size
#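 Luminescent ATP read-out (CellTiter-Glo, 10 min) measures survival of drug-selected KB-V1 MDR cells after 72 h, 37 degrees C compound exposure. Medium: phenol-red-free DMEM, 10% FBS. Values from fitted concentration-response curves.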
# IL1B secr inh: inflammasome signaling inhibition, IL-1 beta readout | THP-1 LPS/ATP IL-1B secretion, AlphaLISA, 16 h; hits give low values | activity change, % at 57.5 µM | actives 4.7% (n = 360,000); in the data active means activity change below about -50%; inconclusive means mostly about -30% to -49%; further: on the % scale 0 is the no-effect control and ±100 the full control effect
#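 Secreted IL-1B measured by AlphaLISA bead assay after 16 h compound exposure of THP-1 cells; compounds (final up to 57.5 uM) added 1 h before LPS (250 ng/mL) and ATP (1.25 mM) stimulation; lower signal means less secretion.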
# ATXN2 expr inh: inhibitors of ATXN2 expression. HEK-293 ATXN2-luciferase reporter, luminescence, 24 h. actives 0.72% (n = 360,000). AID 1745845. Potency, µM (titrated, usually from 57 µM), inactives show at the highest dose activity change, negative = inhibition, most hits filed as inhibitors; further: potency means the concentration at half of the fitted maximal effect; on the % scale 0 is the no-effect control and ±100 the full control effect; nearly all actives have a fitted effect of over 55% in size
#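 ATXN2-luciferase reporter cells (luciferase flanked by upstream and downstream ATXN2 gene portions) were treated 24 h at 37 °C with compounds at up to 57 uM. SteadyGlo luminescence gave expression; GF-AFC fluorescence gave viability.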
# HT1080NT lethal: kills 2HG-producing HT-1080-NT fibrosarcoma cells; HT-1080-NT fibrosarcoma viability, CellTiter-Glo ATP luminescence, 48 h; Potency, µM (doses to about 46.1 µM), for the others: top-dose activity, negative = less viability, actives largely listed as cytotoxic; actives 1.6% (n = 360,000);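 further: NT is the 2HG producing partner of a matched IDH1 knockdown line; potency means the concentration at half of the fitted maximal effect; 0% = DMSO-treated cells and -100% = media-only wells without cells; nearly all actives have a fitted effect of over 55% in size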
#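 Luminescent CellTiter-Glo readout after 48 hours of compound exposure at 37 degrees C defined viability of HT-1080-NT cells. Activity was normalized to DMSO wells and cell-free media wells; concentration-response curves were fitted and assigned curve classes.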
# KB-3-1 cytotox: KB-3-1 parental cell cytotoxicity; KB-3-1 viability, CellTiter-Glo ATP luminescence, 72 h; Potency, µM (series often up to 46.1 µM), inactives show top-dose activity change, negative = cytotoxic, usual class: cytotoxic; actives 1.4% (n = 400,000); further: potency means the concentration at half of the fitted maximal effect; on the % scale 0 is the no-effect control and ±100 the full control effect; nearly all actives have a fitted effect of over 60% in size
#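 Cells are dispensed, compounds pinned in, plates held at 37 °C for 72 h, then CellTiter-Glo is added and luminescence read after 10 minutes. Cell line: parental KB-3-1 in phenol-red-free DMEM, 10% FBS.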
# HT1080 IDH1KD tx: toxicity to HT-1080 IDH1 knockdown cells (counter line) | HT-1080 IDH1 knockdown viability, ATP luminescence, 48 h | Potency, µM (doses to about 46.1 µM), for the others: top-dose activity, negative = toxicity, actives largely listed as cytotoxic | actives 2% (n = 360,000);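 further: potency means the concentration at half of the fitted maximal effect; 0% = DMSO wells and -100% = cell-free medium wells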
#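 Knockdown cells (IDH1KD HT-1080) received compounds 2 h after plating at 750 cells/well and were kept 48 h at 37 °C in 5% FBS RPMI. A CellTiter-Glo luminescence read gave % activity for curve fitting.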
# WRN helicase inh: blocks human WRN helicase; Q14191; WRN helicase unwinding, fluorescent forked duplex, kinetic; Potency, µM (series often up to 114 µM), for inactives: at the top dose activity change, negative = inhibition, usual class: inhibitors; actives 0.46% (n = 360,000); further: potency means the concentration at half of the fitted maximal effect; on the % scale 0 is the no-effect control and ±100 the full control effect; nearly all actives have a fitted effect of over 55% in size
# Target sequence (Q14191 whole entry, looked up): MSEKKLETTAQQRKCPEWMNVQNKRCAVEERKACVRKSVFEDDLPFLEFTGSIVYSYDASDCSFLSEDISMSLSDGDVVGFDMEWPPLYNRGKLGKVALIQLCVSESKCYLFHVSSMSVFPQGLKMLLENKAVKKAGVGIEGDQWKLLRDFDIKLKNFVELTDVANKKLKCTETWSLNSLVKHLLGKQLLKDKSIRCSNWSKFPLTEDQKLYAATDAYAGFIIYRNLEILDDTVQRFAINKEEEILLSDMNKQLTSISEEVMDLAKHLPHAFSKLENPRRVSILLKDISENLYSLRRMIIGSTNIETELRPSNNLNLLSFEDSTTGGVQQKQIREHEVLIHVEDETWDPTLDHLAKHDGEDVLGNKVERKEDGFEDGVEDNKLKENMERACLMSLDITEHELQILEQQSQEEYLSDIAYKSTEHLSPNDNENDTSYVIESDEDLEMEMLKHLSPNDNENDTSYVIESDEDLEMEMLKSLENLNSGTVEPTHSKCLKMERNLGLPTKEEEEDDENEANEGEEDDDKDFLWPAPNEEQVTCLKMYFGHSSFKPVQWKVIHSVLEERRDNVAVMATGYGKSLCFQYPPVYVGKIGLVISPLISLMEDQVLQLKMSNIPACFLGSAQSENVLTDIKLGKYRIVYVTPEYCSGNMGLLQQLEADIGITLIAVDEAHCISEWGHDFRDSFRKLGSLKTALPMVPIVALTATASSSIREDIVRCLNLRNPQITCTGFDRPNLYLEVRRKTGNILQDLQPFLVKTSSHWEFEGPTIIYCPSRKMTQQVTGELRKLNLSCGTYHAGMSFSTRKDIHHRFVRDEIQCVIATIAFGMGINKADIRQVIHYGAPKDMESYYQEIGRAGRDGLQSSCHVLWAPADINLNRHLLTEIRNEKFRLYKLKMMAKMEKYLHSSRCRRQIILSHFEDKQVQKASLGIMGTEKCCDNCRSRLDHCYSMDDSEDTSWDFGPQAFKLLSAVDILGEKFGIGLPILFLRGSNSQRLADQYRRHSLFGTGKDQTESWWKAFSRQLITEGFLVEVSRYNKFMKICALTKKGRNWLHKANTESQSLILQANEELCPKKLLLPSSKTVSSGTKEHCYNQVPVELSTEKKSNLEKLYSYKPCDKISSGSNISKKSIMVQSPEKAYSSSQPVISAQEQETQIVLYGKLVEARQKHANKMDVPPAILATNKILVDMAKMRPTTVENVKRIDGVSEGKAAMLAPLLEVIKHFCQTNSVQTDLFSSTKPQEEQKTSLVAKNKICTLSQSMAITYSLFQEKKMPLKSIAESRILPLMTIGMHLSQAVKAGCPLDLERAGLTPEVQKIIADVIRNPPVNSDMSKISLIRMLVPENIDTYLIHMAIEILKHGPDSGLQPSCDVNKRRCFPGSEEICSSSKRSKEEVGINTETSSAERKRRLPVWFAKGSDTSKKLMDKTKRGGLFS
#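 Screening of the MLSMR collection measured strand separation of a quenched forked DNA duplex (100 nM) by 20 nM WRN with 2 mM ATP, all final. Compounds were preincubated with enzyme 15 min at room temperature.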
# Starred values were filed as active, the others as inactive; i = inactive; u = inconclusive; x = no result given; & = joins results of further samples; [ ] = dose if it differs, or a comment. Unless noted, the call rests on the fitted dose curve; in most records, active means well fitted curve in the direction sought with a large enough effect; inconclusive means small, poorly fitted or top-dose-only effect, or another doubt; inactive means no such curve, though single readings can be large; an effect the other way counts as inactive or inconclusive.
SMILES,SW480 rerep,MCF10A rereplic,KB-V1 MDR tox,IL1B secr inh,ATXN2 expr inh,HT1080NT lethal,KB-3-1 cytotox,HT1080 IDH1KD tx,WRN helicase inh
Cc1cc(C)n(-c2ccc(-n3ccnc3)nn2)n1,1%,0%,u,-21,6%,-2%,2%,0%,-14%
NC(=O)c1ccccc1O,-17%&-1%,-4%&2%,5%,8,0%&1%,u,0%,10%,x
N#CC1=C(N)C(C#N)(C#N)C2(C(=O)Nc3ccccc32)C2CCCC=C12 (stereo not drawn),0%,-3%,14%,-53*,-8%,u,-1%,-19%[9.24 µM],-8%[57.1 µM]
COc1ccc(/C=N/NC(=O)c2cccc([N+](=O)[O-])c2)c2ccccc12,12%,u,-1%,37,18µM*,-1%,3%,0%,-1%
CC/C(=N\NC(=O)C1CCCC1)c1cccc(Br)c1,-19%,6%,0%,38,10%,0%,0%,-14%,5%
O=C1CC(C(=O)Nc2ccc(Cl)cc2[N+](=O)[O-])C2(CCCCC2)O1 (stereo not drawn),-23%,9%,15µM*,25,0%,7%,-8%,15%,19%
CCOC(=O)CNC(=O)C1c2cc(OC)c(OC)cc2C(=O)N(C)C1c1ccccc1F (stereo not drawn),-2%,3%,18%,6,-9%,-6%,-1%,2%,12%
CC(=O)Nc1ccc(OCc2nnc(-c3ccccc3)o2)cc1,-3%,-7%,-10%,101,19%,1%,-24%,-12%,9%
COC(=O)[C@@]1(Cc2ccc(F)cc2)[C@H]2c3cc(C(=O)N4CCCC4)n(Cc4ccc(C(F)(F)F)nc4)c3C[C@H]2CN1C(=O)c1ccccc1,16µM*,87%,-10%,u,-24%,-12%,u,-10%,-11%
O=C(CNC(=O)c1ccco1)Nc1ccc(Br)cc1,-22%,1%,0%,-12,36%[activator],12%,-1%,11%,-7%
O=C(COC(=O)/C=C/c1cccs1)Nc1nc(-c2cccc(Br)c2)cs1,-6%,-4%,u,-26,17%,-1%,12%,-1%,-5%
O=C(COc1ccc(Cl)cc1)Nc1ccc2oc(-c3ccncc3)nc2c1,7%,5%,u,-7,12%,1%,2%,0%,-14%[57.1 µM]

# Only IL1B secr inh (3 entries from above):
canonical_smiles,IL1B secr inh
O=C(COC(=O)/C=C/c1cccs1)Nc1nc(-c2cccc(Br)c2)cs1,-26
O=C(COc1ccc(Cl)cc1)Nc1ccc2oc(-c3ccncc3)nc2c1,-7
O=C1CC(C(=O)Nc2ccc(Cl)cc2[N+](=O)[O-])C2(CCCCC2)O1 (stereo not drawn),25

# Continued:
SMILES,SW480 rerep,MCF10A rereplic,KB-V1 MDR tox,IL1B secr inh,ATXN2 expr inh,HT1080NT lethal,KB-3-1 cytotox,HT1080 IDH1KD tx,WRN helicase inh
CC(=O)C1=C(O)C(=O)N(c2ccc(O)cc2)C1c1ccc(F)cc1 (stereo not drawn),-5%,3%,6%,-13,-6%,14%,10%,16%,7%
NS(=O)(=O)c1cccc(NC(=O)COC(=O)c2ccc(S(=O)(=O)N3CCOCC3)cc2)c1,-8%,-2%,11%,0,-1%,-7%[9.24 µM],-1%,-3%,-5%
CCCN1C2CCCC1CC(NC(=O)c1cccc(OC)c1)C2 (stereo not drawn),-3%,u,-12%,7,7%,-1%,17%,12%,0%
CCN(CC(=O)Nc1c(F)cccc1F)C(=O)C1CCN(C(=O)c2ccc(F)cc2)CC1,-3%,-2%,22%,-2,1%,8%,-5%,9%,-25%
O=C(O)c1ccc(S(=O)(=O)Nc2cccc(CP(=O)(c3ccccc3)c3ccccc3)c2)cc1,2%,1%,0%,2,-9%,2%,8%,-2%,4%
COc1ccc(CNC(=O)c2ccc[nH]2)cc1Cl,3%,-2%,-3%,-14,-1%,-2%,12%,6%,3%
O=S(=O)(Cc1ccccc1)N1CCN(Cc2ccc3c(c2)OCO3)CC1,-4%,2%,-27%,-18,-4%,-14%,-7%,-5%,-2%
CCOc1cc(OCC)cc(C(=O)N2CCC[C@H]2C(=O)N2CCC[C@H]2C(=O)NCc2ccc(F)cc2F)c1,x,x,-16%,25,-1%,2%,-4%,-3%,3%
O=C(Cn1cnc2c(nnn2Cc2ccc(F)cc2)c1=O)NCc1ccc2c(c1)OCO2,-4%,5%,u,0,-4%,1%,15%,0%,5%
CCc1nc2ccccc2c(NC(=O)CN2CCC(C)CC2)c1C,-4%,13%,-9%,-14,-8%,-4%,-10%,-9%,-22%
CCOC(=O)C1=C(C)Nc2nc(SCc3cccnc3)nn2C1c1ccc(OC)cc1 (stereo not drawn),-6%,-1%,5%,2,5%,-28%,-4%,-13%,-8%
Cc1ccc(CNC(=O)CCS(=O)(=O)c2ccc3c(c2)NC(=O)CO3)cc1,-2%,1%,4%,1,7%,3%,6%,5%,2%
CC(=O)c1c(Nc2ccc3c(c2)OCCO3)oc(C)cc1=O,1%,9%,u,16,4%,6%,18%,6%,4%
CC(C)Cc1nc2ccc(N)cc2[nH]1,0%,u,2%,3,0%,2%,4%,-1%,-6%
CC12CCC(=O)N1C(C(=O)NNC(=O)c1ccc(Br)cc1)CS2 (stereo not drawn),-8%,-6%,u,13,-3%,-2%,4%,-6%,10%
COc1ccc(OC)c(NC(=O)CSc2ncccn2)c1,-17%,-2%,-10%,u,x,-1%,10%,-8%,-7%
Cc1ccc(NC(=O)CN(C)CC(=O)Nc2ccc3c(c2)OCO3)cc1,x,x,u,16,x,-10%,17%,-15%,-3%
Cc1cn([C@H]2C[C@H](O)[C@@H](COS(=O)(=O)O)O2)c(=O)[nH]c1=O,-2%,-1%,3%,7,-5%,1%,u,-1%,3%
CC(C)N(C(=O)Cn1c(SCC(=O)Nc2nccs2)nc2ccccc21)C(C)C,-2%,13%,3%,1,-5%,u,1%,u,2%
CCN(CC)CCOC(=O)c1ccc(NC(=O)c2ccc(Cl)c(S(=O)(=O)N3CCCCCC3)c2)cc1,23%,u,0%,-69*,2%,u,u,u,4%
COc1ccc(/C=N\NS(=O)(=O)c2ccc(C)cc2)cc1COc1ccccc1[N+](=O)[O-],-1%,1%,-18%,-20,-16%,-14%,6%,-8%,-9%
CSCc1nc2scc(-c3ccccc3)c2c(=O)[nH]1,-3%,1%,5%,-3,8%[11.3 µM],-2%,5%,1%,0%
O=C(O)c1cc(S(=O)(=O)N2CCN(c3ccccn3)CC2)ccc1Cl,-6%,-3%,8%,11,-3%,-1%,-4%,16%,-6%
N#Cc1c(Nc2ccc(F)cc2)sc(C(=O)c2ccc(F)cc2)c1N,-7%,1%,-6%,6,-36%,u,-2%,-26%,-8%
CCN1C(=O)/C(=C\c2cn(-c3ccccc3)nc2-c2cccnc2)SC1=S,-5%,1%,-1%,9,5%,7%,-1%,14%,1%
COc1cccc(Nc2nnc(SCC(=O)N3CCOCC3)s2)c1,2%,10%,u,-10,30%[activator],2%,2%,-12%,-10%
Cc1ccc(-n2ncc3c(=O)n(CC(=O)NCC4CCCO4)cnc32)cc1 (stereo not drawn),-3%,4%,12%,4,6%,3%,3%,13%,-4%
C(=N\n1cnnc1)/c1ccccc1OCCOc1ccccc1,u,1%,u,3,34%,u,u,u,10%
COC(=O)c1ccc(OC(C)C(=O)c2ccc(C)cc2)cc1 (stereo not drawn),-1%,5%,17%,3,1%,1%,10%,2%,-31%[57.1 µM]
O=S(=O)(c1ccccc1)N(CC(O)CN1CCCCC1)c1ccccc1 (stereo not drawn),2%,5%,11%,-7,4%,1%,11%,-1%,-2%
Cc1c(NS(=O)(=O)c2cc(C(=O)NCCc3ccc(F)cc3)cc(Cl)c2Cl)c(=O)n(-c2ccccc2)n1C,-4%,-3%,2%,-2,-1%,-6%,7%,-7%,-4%
COc1ccc(C(c2nnnn2Cc2cccs2)N2CCN(c3ccccc3F)CC2)cc1 (stereo not drawn),-5%,5%,-13%,-17,-6%,-5%,-3%,-4%,-2%
CCOC(=O)c1c(CN2CCN(c3ccccc3)CC2)oc2ccc(O)cc12,7%,u,1%,67,-1%,-16%,-14%,-17%,0%
O=C(CSc1nccc(=O)[nH]1)Nc1ccc(N2CCOCC2)cc1,1%,8%,6%,0,6%,3%,7%,6%,-29%
COc1ccc(NC(=O)CC2SC(=NCc3ccccc3OC)NC2=O)cc1 (stereo not drawn),10%,u,-9%,-3,-1%,-5%,0%,0%[9.24 µM],-2%[57.1 µM]
CSCCC(NC(=O)c1ccccc1)C(=O)NCCc1ccc2c(c1)OCCO2 (stereo not drawn),12%,u,7%,-11,-4%,-15%,-16%,-29%,u
CC(=O)Nc1ccc(C(=O)N(C2=NC(C)CS2)c2ccc(Cl)cc2)cc1 (stereo not drawn),-20%,5.2µM*,-16%,i,2%,4%,0%,-3%,-18%
Cc1ccc(N(CC(=O)N/N=C/c2cc(C)n(-c3ccccc3C)c2C)S(C)(=O)=O)cc1,1%,2%,-7%,-25,-4%,-2%,15%,-16%,-10%
COCC(=O)NCCSc1c(C)[nH]c2ccccc12,0%,-7%,23%,-4,-8%,18%,-18%,4%,-3%
CC1(C)NC(=O)N(CC(=O)N2CCN(c3cccc(C(F)(F)F)c3)CC2)C1=O,-8%,2%,-5%,10,-11%,3%,-7%,0%,-4%
O=C(CSc1nnc(Cc2cccs2)n1Cc1ccco1)Nc1cc(Cl)cc(Cl)c1,-1%,u,-21%,u,-16%,-24%,-13%,-24%,-13%
Cc1nc(SCC(=O)N2CCN(c3ccccc3)CC2)c2oc3ccccc3c2n1,-6%,u,21µM*,-22,-36%,-20%,-15%,3%[9.24 µM],-6%
